# Runt-CBFb FRET = Runt domain-CBFb interaction inhibition; Q01196+Q13951; Cerulean-Runt/Venus-CBFb FRET ratio 530/480, 1 h; 220,000 tested, 0.46% active; inhibition, % at 20 µM;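 active = inhibition over about 50% at 20 µM in the single-dose screen, limit read from the data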;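 note: 0% = DMSO wells and 100% = excess unlabeled CBFb competitor control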
#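 Measured by: fluorescence energy transfer, 422 nm excitation, 530/480 nm emission; test system: Cerulean-tagged RUNX1 Runt domain (FRET donor) fusion protein; buffer or medium: Tris pH 7.5 buffer with BSA; compound: one dose, 20 µM compound, 1% DMSO; times: two 1 h room-temperature incubations shielded from light; benchmarks: unlabeled CBFb 5 µM, positive control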
# TNF necrop inh = inhibitors of TNF-alpha induced necroptosis in Jurkat FADD-/- cells. 220,000 tested, 0.068% active. activation (protection from cell death), % at 10 µM. Jurkat FADD-/- TNF necroptosis rescue, ATP luminescence, 24 h; 0 = TNF only, 100 = no-TNF cells;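 active = activation, meaning protection from cell death, of at least 50% relative to plate controls; inactive = activation below 50%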;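 note: necroptosis triggered by 40 ng/mL TNF-alpha added together with compound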
# EP2 antag = blocks the human prostaglandin E2 receptor EP2. P43116. C6 glioma cells expressing human EP2, cAMP TR-FRET; cells stimulated with saturating PGE2. 260,000 tested, 0.52% active. inhibition, % at 25 µM;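 active = percent inhibition above 40 after rounding to a whole number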;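 note: rat C6 glioma host cells with rolipram phosphodiesterase inhibitor present; the protocol text gives 20 µM as final concentration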
# RBBP9 inhibitor = human RBBP9 hydrolase inhibition; O75884; recombinant RBBP9, FP-Rh probe fluorescence polarization; inhibition, % at 7.94 µM; 220,000 tested, 0.2% active;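 active = inhibition above the campaign mean of all tested compounds plus 3 SD, cut at about 14% in these data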;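 note: plate controls were DMSO wells with RBBP9 for no effect and wells lacking RBBP9 protein for full effect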
#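 Controls: DMSO-treated enzyme wells and wells lacking RBBP9 | Material: RBBP9 protein | Technique: Fluorescence polarization | Replication: Single well per compound, no replicates | Buffer or medium: Tris-NaCl-Pluronic buffer, pH 8.0 | Timing: 30 min compound preincubation, 45 min probe labeling, 25 °C | Read-out basis: Percent inhibition from mP, scaled between DMSO and no-protein wells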
# Runt-SMMHC FRET = Runt domain-CBFb-SMMHC interaction inhibition; Q01196+Q13951; Cerulean-Runt/Venus-CBFb-SMMHC FRET ratio 530/480, 1 h; inhibition, % at 20 µM; 220,000 tested, 0.74% active; AID 1434;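 active = mean inhibition across duplicate retests at 20 µM reaching about 50%, limit read from the data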;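 note: 0% = DMSO wells and 100% = wells with excess untagged CBFb-SMMHC; inhibitors lower the FRET ratio by blocking Runt binding to CBFb-SMMHC; some results filed as inactive read as strong as hits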
# zVAD death inh = L929 zVAD cell death inhibition; L929 zVAD necroptosis rescue, ATP luminescence, 24 h; with zVAD 60 µM; viability rescue, % at 10 µM; 220,000 tested, 0.38% active; AID 1377;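 active = activation, scaled between plate controls, above about 75%, limit read from the data; inactive = activation under that limit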;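 note: 0% = zVAD with DMSO and 100% = DMSO alone without zVAD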
# PERK inh = inhibitors of human PERK kinase. CHO PERK-DD fusion, SEAP luminescence translation reporter. inhibition, % at 5.6 µM. Q9NZJ5. AID 1416. 220,000 tested, 0.17% active;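 active = inhibition above the mean inhibition of all tested compounds plus 3 SD, set separately per screening campaign, cut at about 2.9% in these data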;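 note: PERK kinase domain activated by AP20187 dimerizer at 100 nM; 0% = DMSO with dimerizer and 100% = rapamycin at 8.4 µM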
# Target sequence (Q9NZJ5 whole entry, looked up, the tested form may be a part): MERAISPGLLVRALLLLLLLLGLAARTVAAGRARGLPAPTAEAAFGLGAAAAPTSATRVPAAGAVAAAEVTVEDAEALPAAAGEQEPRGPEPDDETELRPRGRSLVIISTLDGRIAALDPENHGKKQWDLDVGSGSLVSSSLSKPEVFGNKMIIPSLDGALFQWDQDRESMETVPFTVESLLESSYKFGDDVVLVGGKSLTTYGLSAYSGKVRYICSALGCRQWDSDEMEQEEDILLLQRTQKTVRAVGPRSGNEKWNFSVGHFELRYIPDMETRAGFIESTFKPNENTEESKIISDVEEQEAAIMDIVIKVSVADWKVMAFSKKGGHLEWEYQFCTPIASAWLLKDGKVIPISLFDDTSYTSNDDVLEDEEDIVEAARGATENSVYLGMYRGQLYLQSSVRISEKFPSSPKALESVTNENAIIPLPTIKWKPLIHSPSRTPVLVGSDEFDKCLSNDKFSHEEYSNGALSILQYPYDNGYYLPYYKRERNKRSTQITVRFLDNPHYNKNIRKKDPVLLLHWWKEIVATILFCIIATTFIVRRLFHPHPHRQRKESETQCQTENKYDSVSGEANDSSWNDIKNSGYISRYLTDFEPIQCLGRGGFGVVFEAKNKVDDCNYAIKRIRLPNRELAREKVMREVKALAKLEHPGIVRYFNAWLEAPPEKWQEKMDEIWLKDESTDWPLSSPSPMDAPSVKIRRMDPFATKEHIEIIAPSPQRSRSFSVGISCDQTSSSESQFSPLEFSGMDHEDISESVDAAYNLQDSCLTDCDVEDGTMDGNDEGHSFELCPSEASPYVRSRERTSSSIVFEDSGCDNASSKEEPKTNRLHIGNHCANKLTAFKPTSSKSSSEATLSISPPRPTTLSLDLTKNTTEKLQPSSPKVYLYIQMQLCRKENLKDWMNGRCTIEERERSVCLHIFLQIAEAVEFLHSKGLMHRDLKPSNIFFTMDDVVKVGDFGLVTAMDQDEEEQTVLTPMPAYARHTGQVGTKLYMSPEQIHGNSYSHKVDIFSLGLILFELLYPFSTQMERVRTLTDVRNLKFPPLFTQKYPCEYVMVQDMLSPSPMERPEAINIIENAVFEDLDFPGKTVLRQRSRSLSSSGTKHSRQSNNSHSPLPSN
# EP2 mod = EP2 receptor (human) modulation. 260,000 tested, 0.83% active. P43116. EP2-expressing cells, cAMP HTRF FRET, PGE2 co-stimulation. induction, % at 25 µM;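 active = compounds whose cAMP rise, as percent of the full-agonist control response, exceeds 60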;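 note: rat C6 glioma line stably carrying human EP2 under a CMV promoter; the protocol text gives 20 µM as final concentration; 100% = response of wells given 1 µM PGE2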
# Hck-Nef inh = human Hck-Nef kinase inhibition; Recombinant Hck-YEEI plus Nef, Z-Lyte FRET kinase assay; inhibition, % at 20 µM; 220,000 tested, 0.68% active; P08631;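 active = Hck-Nef kinase inhibition above about 50%, limit read from the data; inactive = inhibition below that limit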;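 note: 0% = DMSO with Hck plus Nef and 100% = Hck alone without Nef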
# Numbers without * were called inactive; · = no result given; & = joins results of further samples. An excerpt; rates above refer to the full screens.
# Values run as follows: Runt-CBFb FRET	TNF necrop inh	EP2 antag	RBBP9 inhibitor	Runt-SMMHC FRET	zVAD death inh	PERK inh	EP2 mod	Hck-Nef inh
> Nc1nnc(Sc2ncccc2[N+](=O)[O-])s1
→ -1.6	-2.3	7.4	-7.5	0.3	-1.1	0.8	-21.9	22.3
> COc1ccc(NC(=O)C2CCN(S(C)(=O)=O)CC2)cc1
→ 1.7	1.1	7.5&5.8	-5.8	1.5	1.9	1.0	-4.5&10.9	2.9
> CCOC(=O)c1cc(-c2csc(COc3ccc(Cl)cc3)n2)on1
→ 2.4	-0.9	12.6	-8.3	-1.8	0.6	-0.1	-0.7	17.2
> Cc1cc2ccccc2n1CCNC(=O)C1CCCCC1
→ -4.2	1.2	11.8	2.6	-26.8	2.3	-0.7	-45.0	2.3
> COc1ccc(Nc2nc(-c3sc(N)nc3C)cs2)cc1
→ 13.2	-2.9	6.4	0.5	7.3	0.0	0.4	2.4	0.0
> N#Cc1cc([N+](=O)[O-])ccc1N1CCN(c2ccccc2O)CC1
→ -0.1	-0.4	25.1	6.9	0.7	1.3	-0.1	-44.3	16.6
> c1ccc(N2CCN(c3nc(-c4ccccn4)nc4ccccc34)CC2)cc1
→ -0.9	-9.2	10.1	-7.5	4.5	0.3	-1.5	11.0	0.3
> CCC(=O)N1CCc2cc(S(=O)(=O)CCC(=O)Nc3ccc(CC)cc3)ccc21
→ -1.2	0.6	·	2.2	1.5	1.0	-0.4	-18.9	5.0
> CCN1CCN(C(=O)CCCn2c(C)c3cnn(-c4ccccc4)c(=O)c3c2C)CC1
→ 1.6	1.3	5.3	-6.7	-1.0	-0.3	0.7	-13.0	0.9
> O=C(NCc1ccc(F)cc1)Nc1cccc(Cl)c1
→ -33.0	5.4	9.1	-7.6	0.6	1.9	0.0	-57.0	15.9
> COC(=O)/C(=C1\Oc2ccc(C(C)(C)C)cc2S1)C(F)(F)F
→ -2.5	2.6	8.0	-2.8	-7.9	0.3	1.6	-0.1	-0.2
> CC[n+]1c(/C=C(/C)SC)sc2ccccc21
→ 29.4	-10.6	0.9	1.4	5.6	1.1	-0.1	10.7	-1.1
> Cc1cc(C(=O)OCCN2C(=O)c3ccccc3C2=O)c2ccccc2n1
→ -9.8	-4.9	12.1	-1.1	0.5	0.2	0.3	8.0	0.1
> COCCNC(=O)Cc1cn(C)c2ccccc12
→ -2.0	1.1	10.4	2.9	0.2	0.6	1.7	19.8	8.4
> Cc1cc(=O)oc2cc(OCC(O)CN3CCN(c4ccccc4)CC3)ccc12 (stereo unspecified)
→ -1.2	-1.9	·	-5.0	4.8	-0.2	-0.2	-7.5	1.7
> Cc1ccc(NC(=O)CSc2nnc(CCNC(=O)OC(C)(C)C)o2)c(C)c1
→ -0.4	0.3	3.0	0.7	-2.3	0.0	-0.7	35.2	0.5
> Cc1ccc(S(=O)(=O)N2CCN(C(=O)/C=C/c3ccco3)CC2)cc1
→ 12.6	-1.8	6.5	-4.8	0.7	0.9	-0.5	3.8	2.4
> Cc1ccccc1CN1CCCNC1=O
→ ·	0.6	3.4	3.9	1.1	0.8	2.0	-7.0	0.3
> Cc1cc(/C=C2\NC(=O)NC2=O)c(C)n1-c1ccc(N2CCOCC2)cc1
→ 1.7	2.6	7.5	5.9	-8.0	-0.1	1.0	-25.6	35.0
> CN(C(=O)c1ccccn1)c1nnc(-c2cnccn2)s1
→ -3.7	0.7	4.9	0.2	3.2	1.7	0.1	29.2	-0.7

# Carrying on:
# Values run as follows: Runt-CBFb FRET	TNF necrop inh	EP2 antag	RBBP9 inhibitor	Runt-SMMHC FRET	zVAD death inh	PERK inh	EP2 mod	Hck-Nef inh
> O=C(Nc1ccc2oc(-c3ccccc3)nc2c1)c1ccco1
→ -2.1	1.4	7.0	-7.9	2.5	0.9	-0.6	-58.5	4.9
> COc1cc(/C=N/NC(=S)Nc2cccc(C(=O)O)c2)ccc1O
→ 5.7	1.3	6.0	-12.9	2.7	1.4	0.3	-0.3	3.9
> O=C1/C(=C/c2ccc(O)cc2)CCc2ccc([N+](=O)[O-])cc21
→ -4.0	-13.1	12.2	-0.2	-6.3	1.2	2.0	4.4	7.0
> O=C(Nc1cccc(N=Cc2cc(Br)cc(Br)c2O)c1)c1ccco1
→ -17.7	-4.1	22.0	-1.9	-147.6	0.4	0.8	29.7	1.8
> NS(=O)(=O)c1ccc(CCNC(=O)C2CCCN(S(=O)(=O)c3cccnc3)C2)cc1 (stereo unspecified)
→ 3.1	-0.2	8.4	-13.7	-2.7	0.7	-0.5	7.1	-0.4
> Cc1ccc(OC(C)C(=O)N/N=C/c2ccccn2)cc1 (stereo unspecified)
→ 1.1	-0.7	3.6	-4.5	2.0	0.1	0.0	-25.5	13.3
> C/C=C/C(=O)Nc1nnc(-c2ccccc2C)s1
→ 0.8	2.9	10.2	-9.9	1.6	28.1	1.6	11.3	21.6
> O=C(N/N=C/c1ccc(OC(=O)c2ccccc2)c([N+](=O)[O-])c1)c1ccc(O)cc1
→ 4.3	-3.6	14.1	-0.1	-0.3	0.8	0.2	-8.3	1.7
> C/C(=N\N=C\c1ccc(N(C)C)cc1)c1cccc([N+](=O)[O-])c1
→ 3.5	2.2	8.1	3.0	-2.8	-0.2	0.4	-18.1	3.1
> CCOc1ccc(C(=O)N2CCCC2)cc1OC
→ -0.6	-2.6	7.2	-5.7	4.4	-0.3	1.0	16.4	2.7
> COc1ccc(Cl)cc1NC(=O)CCc1nc(-c2ccccc2F)no1
→ -0.5	-1.1	2.2	-9.2	3.7	2.6	1.1	3.3	-9.3
> Nc1ccc(N2CCOCC2)c2nonc12
→ 13.6	-4.9	7.9&5.8	2.6	4.7	2.9	1.0	-37.2&3.5	30.3
> Cc1cc(C)nc(SCC(=O)NN)n1
→ -0.2	-0.7	8.5	-2.5	4.5	1.4	0.2	7.5	19.1
> O=C(O)CN1CCNCC1
→ -0.6	0.1	0.3&13.7	-4.0	-1.8	1.6	-0.1	-5.9&2.7	-1.0
> O=C(Nc1ccccc1)Nc1nc(-c2ccc(F)cc2)cs1
→ -2.7	1.6	6.7	-9.9	34.6	·	0.5	23.2	4.5
> CC(C)(C)C(=O)/C=C(N)/C=C/c1ccccc1
→ -0.4	-4.0	0.4	-9.4	4.4	0.5	-0.1	-5.4	1.7
> Cc1sc2ncnc(SCC(=O)NNC(=O)COc3cccc4ccccc34)c2c1C
→ -10.0	-2.0	3.0	-8.4	-4.7	0.0	-0.4	1.2	6.2
> CN(C)c1ccc(/C=C/c2ccncc2)cc1
→ -31.5	-1.3	8.8	-5.5	-84.9	0.2	-0.2	-10.4	2.8
> Cc1noc(NS(=O)(=O)c2ccc(NC(=O)CSc3nnc(-c4ccccc4)n3C3CCCCC3)cc2)c1C
→ -2.7	2.0	7.1	-9.2	2.9	0.2	0.3	9.5	7.7
> CC(=O)Nc1ccc(C(=O)c2ccccc2)cc1
→ 0.1	-0.5	4.6	-11.8	0.7	0.3	-0.4	-0.2	-16.8

# Next part:
# Values run as follows: Runt-CBFb FRET	TNF necrop inh	EP2 antag	RBBP9 inhibitor	Runt-SMMHC FRET	zVAD death inh	PERK inh	EP2 mod	Hck-Nef inh
> Cc1ccc2cc(CN(Cc3ccco3)C(=O)NC3CCCCC3)c(=O)[nH]c2c1C
→ -1.9	-1.0	5.5&7.8	-8.7	4.3	0.8	-1.0	60.6*	8.9
> COc1ccccc1N1CCN(CC(O)COc2ccc3c(C)cc(=O)oc3c2)CC1 (stereo unspecified)
→ -3.3	1.0	13.8	9.2	-0.7	0.9	-0.8	29.7	-5.3
> CC(=O)Nc1ccc(NC(=O)C2(C)CC2(Cl)Cl)cc1 (stereo unspecified)
→ -0.5	0.9	7.6	-6.5	-2.5	1.4	0.0	-1.0	17.9
> COc1cccc(CN2CCNC(=O)C2CC(=O)NCc2cc(C(C)C)no2)c1 (stereo unspecified)
→ -1.5	1.2	10.3	7.6	0.0	-1.1	-0.1	-15.1	20.0
> CCCOc1ccc(NC(=O)CC2C(=O)N(C)C(=S)N2Cc2ccc3c(c2)OCO3)cc1 (stereo unspecified)
→ 0.8	2.0	11.1	-7.1	3.0	0.4	-1.5	8.8	2.7
> Cc1ccccc1NC(=O)Nc1cc(-c2ccccc2)nn1C
→ 1.6	3.9	7.4	-12.5	0.8	1.6	-1.6	-36.0	3.0
> COc1ccc([N+](=O)[O-])cc1NC(=O)c1ccc(Br)s1
→ 2.3	1.7	5.6	0.0	4.7	0.2	1.5	8.4	78.7*
> O=C(Nc1ccc2snnc2c1)Nc1cccc2ccccc12
→ 3.9	1.3	7.3	-33.3	-2.0	-0.4	-1.4	-18.4	1.7
> Cc1ccc(-n2cnnn2)c(S(=O)(=O)N2CCOCC2)c1
→ -0.8	-2.3	12.5	1.7	-2.1	0.4	1.4	21.3	15.9
> Cc1ccc(C2CC(=O)N3CN(Cc4ccco4)CSC3=C2C#N)cc1 (stereo unspecified)
→ 20.6	-0.9	5.2	-0.7	25.5	-0.4	1.2	-18.8	1.0
> COc1cccc(S(=O)(=O)N2CCN(c3ccccc3F)CC2)c1
→ -1.0	0.3	4.2	-1.6	1.4	0.3	-0.4	-34.7	3.0
> COC(=O)c1ccc(N=Cc2c(C(F)(F)F)[nH]n(C)c2=O)cc1
→ -1.5	-0.4	10.7	-7.5	-3.2	1.7	-0.7	25.1	14.7
> CCOc1ccc(NS(=O)(=O)c2ccc(NS(=O)(=O)c3ccccc3)cc2)cc1
→ -14.1	0.0	3.1	2.3	-11.2	-0.5	-1.0	6.3	2.4
> Cc1nnsc1-c1c(C(=O)O)c(C)nn1-c1ccc(OC(F)(F)F)cc1
→ -0.5	3.4	8.0	12.3	-5.8	0.0	1.4	-1.6	10.9
> CCCCN1C(N)=NC[C@H]1Cc1ccc(O)cc1
→ 0.7	-0.2	11.7	·	-0.6	-0.6	·	-11.2	16.1
> CC(C)N1C(=O)CCC1C(=O)NCCc1ccccc1 (stereo unspecified)
→ -2.3	-0.4	1.6	-4.2	-0.2	2.0	0.8	28.8	0.0
> Cc1nn(-c2cccc(Cl)c2)c(Cl)c1/C=N/NC(=O)c1cccnc1
→ -0.8	2.0	13.1	-9.0	2.2	0.9	-0.6	-1.6	3.7
> O=C(Nc1nnc(CCc2ccccc2)s1)c1cccs1
→ -0.8	-2.3	10.1	-3.7	5.2	0.0	0.4	-24.1	1.2
> COc1ccc(NC(=O)C2CC(=O)N(c3cccc(C)c3C)C2)cc1 (stereo unspecified)
→ -2.2	0.3	6.6&15.6	-5.6	3.3	3.1	0.5	-2.2&-23.5	16.6
> CC1(C)CC(=O)/C(=C(\O)CCCN2C(=O)c3ccccc3C2=O)C(=NCCO)C1
→ 2.3	0.1	7.6	-0.2	-1.2	0.4	1.1	7.0	5.1
> O=C(O/N=C\c1ccc(N2CCCCC2)c([N+](=O)[O-])c1)c1c(F)cccc1F
→ -2.5	-4.1	15.2	-4.4	-4.7	0.2	0.2	-12.0	0.3

# Assay outcomes as filed in PubChem BioAssay.
